TRPC4 block = blocks the mouse TRPC4 cation channel. HEK293 TRPC4beta/mu-opioid, DAMGO-evoked Fluo4 calcium flux; hits give low values. B-score at 10 µM. 300,000 compounds, 0.39% hits. AID 2247;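 active = B-score over 3 SD under the library average, no early fluorescence shift, positive overall ratio signal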
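Assay system: Stable TRPC4beta/mu-opioid receptor HEK293 cells | Reagent: DAMGO in two steps, submaximal then maximal | Compound dosing: Single concentration per test compound | Signal: Fluo4 Ca2+ flux fluorescence | Evaluation: Per-well B score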
KCNK3 inh = human KCNK3 channel inhibition, primary screen | CHO-KCNK3 thallium flux, FluxOR fluorescence; hits give low values | B-score at 10 µM | 340,000 compounds, 0.84% hits | O14649;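 active = B-score under library mean minus 4 SD, starting fluorescence ratio at most library mean plus 5 SD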;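 also: more negative B-score means stronger inhibition of thallium flux through KCNK3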
Target sequence (O14649 whole entry, looked up): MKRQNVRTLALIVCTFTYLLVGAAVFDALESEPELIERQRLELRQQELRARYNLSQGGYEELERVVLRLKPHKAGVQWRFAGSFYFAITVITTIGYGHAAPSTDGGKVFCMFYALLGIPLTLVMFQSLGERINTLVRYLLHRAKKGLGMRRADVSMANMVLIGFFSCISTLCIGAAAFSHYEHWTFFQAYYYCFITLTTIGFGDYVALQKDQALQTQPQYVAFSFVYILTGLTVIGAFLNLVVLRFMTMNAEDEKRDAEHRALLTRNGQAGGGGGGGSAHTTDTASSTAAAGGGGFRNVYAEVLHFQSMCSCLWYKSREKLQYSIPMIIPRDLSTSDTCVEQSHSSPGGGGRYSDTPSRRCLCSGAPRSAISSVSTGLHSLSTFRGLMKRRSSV
TRPC4 potent = allosteric potentiators of mouse TRPC4 channel. Q9QUQ5. HEK293 TRPC4beta/mu-opioid, DAMGO EC20, Fluo-4 Ca2+ flux; hits give high values. B-score at 10 µM. 310,000 compounds, 0.42% hits. AID 2227;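 active = B-score of calcium response area above 5 SD of library B-scores, with initial fluorescence ratio within 5 SD of library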;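 also: B-score of integrated fluorescence ratio over time as area under calcium response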
hERG rescue = hERG (human) protection from proarrhythmic block | CHO-hERG, FluxOR thallium flux, dofetilide IC70 present | 310,000 compounds, 0.51% hits | activation (rescue from dofetilide block), less the hit threshold, % at 10 µM | Q12809;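 active = activation above the mean of controls blocked by dofetilide plus 5 SD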;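 also: thallium influx through hERG after potassium depolarization seen as dye fluorescence rise; in these data hits start at about 4.7%; inactives centre near -7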
PolyA inh = yeast polyadenylation inhibition; S. cerevisiae SKY197-pL101 polyadenylation reporter, beta-gal luminescence; efflux-impaired pdr1/pdr3 knockout yeast; score 100 = 6 SD above DMSO; calls only at 12 µM; 300,000 compounds, 0.02% hits;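 active = lowest replicate activity score at least 50, where 100 means six control SD above control mean; inconclusive = lowest score under 50 but half or more replicates reach 50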;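 also: yeast exposed to compound for 9 h at 30 °C; higher score means more reporter readthrough which indicates perturbed polyadenylation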
Platelet DG rel = platelet dense granule release activity; human platelet-rich plasma, SFLLRN dense granule ATP release, luminescence; inhibition, %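 (compounds screened at 7.5 µM in platelet-rich plasma)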; 300,000 compounds, 0.22% hits; AID 1663;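 active = mean replicate score, as percent of positive control, at or above 50; inconclusive = mean below 50 but at least one replicate at or above 50; inactive = mean and every replicate below 50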
KCNK9 block = inhibitors of human KCNK9 two-pore domain potassium channel. 310,000 compounds, 1.2% hits. AID 488922. HEK293 KCNK9, FluxOR thallium flux fluorescence; hits give low values. B-score at 10 µM;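 active = ratio B-score over 3 SD below the library mean, with starting fluorescence within 5 SD of its mean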;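 also: negative B-score means less thallium flux so channel inhibition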
Target sequence (Q9NPC2 whole entry, looked up, the tested form may be a part): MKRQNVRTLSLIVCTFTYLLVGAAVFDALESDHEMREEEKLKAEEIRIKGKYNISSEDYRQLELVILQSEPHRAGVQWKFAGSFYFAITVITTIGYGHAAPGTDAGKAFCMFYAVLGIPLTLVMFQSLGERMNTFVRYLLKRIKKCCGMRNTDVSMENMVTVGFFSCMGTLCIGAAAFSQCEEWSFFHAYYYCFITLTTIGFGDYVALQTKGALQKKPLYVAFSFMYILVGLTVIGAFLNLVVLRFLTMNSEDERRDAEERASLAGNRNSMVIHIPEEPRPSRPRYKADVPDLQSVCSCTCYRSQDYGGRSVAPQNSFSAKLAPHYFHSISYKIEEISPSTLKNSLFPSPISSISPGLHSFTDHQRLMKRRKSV
KCNQ1 block = inhibitors of human KCNQ1 potassium channel; CHO-K1 KCNQ1, FluxOR thallium flux fluorescence; hits give high values; B-score at 10 µM; 310,000 compounds, 1.3% hits; AID 2642;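 active = compounds whose thallium flux B-score, printed positive for inhibition, exceeds three library SD while starting fluorescence stays within three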;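 also: channel opened by potassium depolarization with thallium stimulus after 20 min compound exposure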
TRPC4 agonist = opens the mouse TRPC4 cation channel | Q9QUQ5 | HEK293 TRPC4beta/mu-opioid, Fluo4 calcium fluorescence; hits give high values | B-score at 10 µM | 310,000 compounds, 0.49% hits;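 active = B-score above 5 SD of library B-scores, and initial fluorescence ratio not above library mean plus 5 SD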;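 also: positive B-score marks a calcium rise read as TRPC4 activation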
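Material: TRPC4beta and mu-opioid receptor HEK293 stable cells | Incubation: 45 min room-temperature Fluo4 loading, 110 s read | Detection: Kinetic Fluo4 calcium fluorescence | Measure: Integrated baseline-normalised fluorescence ratio, converted to per-well B score | Benchmarks: Low control buffer alone, high control maximal DAMGO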
DYRK1A inh = Dyrk1A (rat) kinase inhibition; ADP-Glo luminescence, NFATc1 peptide; inhibition, % at 12.5 µM; AID 504441; 310,000 compounds, 0.43% hits; in the data active = inhibition above about 50%;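 also: plate controls were vehicle with enzyme for no effect and no enzyme for full effect; many of its hits are not listed in these tables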
KCNQ1 act = potentiators or activators of human KCNQ1 potassium channel. B-score at 10 µM. CHO-K1 KCNQ1, thallium flux FluxOR fluorescence; hits give high values. 310,000 compounds, 0.35% hits. P51787. AID 2648;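 active = fluorescence ratio B-score, a plate-corrected score, at least three library SD, with initial intensity B-score within 5 SD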
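Assay system: CHO-K1 cells stably expressing KCNQ1. Medium: assay buffer for compound exposure, DMSO matched across wells. Timing: 37 °C overnight plating, 90-min dark dye load, 20-min compound pretreatment. Signal: kinetic FluxOR fluorescence, 10 s baseline plus 110 s post-stimulus.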
Active calls of the source: *; i = inactive; ? = inconclusive; · = no result given.

SMILES	TRPC4 block	KCNK3 inh	TRPC4 potent	hERG rescue	PolyA inh	Platelet DG rel	KCNK9 block	KCNQ1 block	TRPC4 agonist	DYRK1A inh	KCNQ1 act
Nc1c2c(nc3ccccc13)N(C1CCCCC1)CC2	-6*	i	i	-9	i	-1	i	i	i	5	i
Cc1ccc(C(=O)Nc2ccccc2C(=O)N2CCCC2)cc1[N+](=O)[O-]	i	i	i	-9	i	-13	i	i	i	-1	i
NC(=O)c1ncc(C(F)(F)F)cc1Oc1cccc(F)c1	i	i	i	-5	i	0	i	i	i	9	i
Cc1cccc(NC(=O)C(C)N2C(=O)C3C4CC(C(Br)C4Br)C3C2=O)c1 (centres undefined)	i	i	i	-12	i	2	i	i	i	-5	i
CSc1nc(NNC=O)cc(Oc2ccc(NC(C)=O)cc2)n1	i	i	i	-4	i	2	i	i	i	-5	i
COc1ccccc1CN(C(=O)c1cnccn1)C(C(=O)NC1CCCCC1)c1cc(OC)c(OC)c(OC)c1 (centres undefined)	i	i	i	-15	i	-22	i	i	i	-2	i
CCOC(=O)c1c(C)[nH]c(C)c1C(=O)COC(=O)c1cccc(S(=O)(=O)NC)c1	i	i	i	0	i	0	i	i	i	-4	i
O=C(CNC(=O)c1ccco1)OCc1ccc(C(=O)Oc2ccccc2)cc1	i	i	i	-10	i	-5	i	i	i	-7	i
COCCn1cc(C(=O)N2CCC(C)CC2)c2c3ccccc3n(C)c2c1=O	i	i	i	-7	i	?	i	i	i	-4	i
CC/C=C/C(=O)N1CC2(CC(c3cccc(NC(=O)CC)c3)=NO2)C[C@H]1C(N)=O (some centres undefined)	i	i	i	-7	i	-1	i	i	i	4	i
COc1ccc(NC(=O)c2cc3sccc3n2Cc2ccc(F)cc2)cc1OC	i	i	i	-9	i	-3	-12*	i	i	-3	i
CCOc1ccc(C(=O)N2CCCC2)cc1OC	i	i	i	-10	i	-2	i	i	i	2	i
CCC1=C(OC(=O)N(CC)CC)N2C(=O)OC(=NCCc3c[nH]c4ccccc34)[C@]2(Cc2ccccc2)[C@H]2C1=CC[C@H]1C(=O)N(c3ccccc3)C(=O)[C@H]12	i	i	i	-5	i	2	i	i	i	-3	i
O=S(=O)(Cc1noc(-c2ccc(OC(F)(F)F)cc2)n1)c1ccc(F)cc1	i	i	i	-4	i	-1	i	i	i	·	i
CCOC(=O)c1[nH]c(C)c(C(=O)Nc2ccc(C)cc2C)c1C	i	i	i	-5	·	15	i	i	i	14	i
O=C1Cc2ccccc2C(=O)N1OCc1ccc(Cl)cc1	i	i	i	-7	i	-2	i	i	i	-3	i
O=C(c1ccccc1)N1CCN(C(=O)c2ccc3c(c2)OCCO3)CC1	i	i	i	-1	i	2	i	i	i	-6	i
CC(NC(=O)C12CC3(C)CC(C)(CC(C)(C3)C1)C2)C(=O)O (centres undefined)	i	i	i	-1	i	13	i	i	i	2	i
CC1CCc2nc(NC(=O)c3ccco3)sc2C1 (centres undefined)	i	i	i	-4	i	11	i	i	i	27	i
Cc1cc(C)cc(-n2ccnc2SCC(=O)Nc2nccs2)c1	i	i	i	-5	i	6	i	i	i	-4	i
Cc1ccc(-c2cc(C(=O)NCCN3CCOCC3)no2)cc1	i	i	i	-5	i	-3	i	i	i	-2	i
COc1ccc(OC)c(S(=O)(=O)Nc2cc3c4c(c2)CC(=O)N4CCC3)c1	i	i	i	-9	i	-1	i	i	i	14	i
Cc1cc(C(F)F)n2ncc(C(=O)NCCc3ccccc3Cl)c2n1	i	i	i	-13	i	4	i	i	i	33	i
COCCn1c(=O)[nH]c2cc(C(=O)N3CCN(c4ccc(OC)cc4)CC3)ccc2c1=O	i	i	i	-13	i	0	i	i	i	-3	i
O=C(Cc1ccccc1)NCC(=O)N1CCN(c2ccccc2F)CC1	i	i	i	-5	i	-6	i	i	i	7	i
CCS(=O)(=O)N1CCC(c2nc(-c3ccc(C)cc3)no2)CC1	i	i	i	-6	i	-2	i	i	i	0	i
Cc1noc(C)c1C(=O)OCC(=O)NC1CC1	i	i	i	-6	i	-6	i	i	i	5	i
CCC1=[N+](C)c2cccc3cccc(c23)N1C	i	i	i	-6	i	3	i	i	i	0	i
O=C(c1ccc2oc(CCCc3ccccc3)nc2c1)N1CCCC(CCCO)C1 (centres undefined)	i	i	i	-9	i	-6	i	i	i	4	i
CCOC(=O)Cc1csc(NS(=O)(=O)c2ccc3c4c(cccc24)C(=O)N3CC)n1	i	i	i	-11	i	7	i	i	i	0	i

Given as comma-separated lines: part of the list above
Molecule,TRPC4 block,KCNK3 inh,TRPC4 potent,hERG rescue,PolyA inh,Platelet DG rel,KCNK9 block,KCNQ1 block,TRPC4 agonist,DYRK1A inh,KCNQ1 act
CC(NC(=O)C12CC3(C)CC(C)(CC(C)(C3)C1)C2)C(=O)O (centres undefined),i,i,i,-1,i,13,i,i,i,2,i
CC/C=C/C(=O)N1CC2(CC(c3cccc(NC(=O)CC)c3)=NO2)C[C@H]1C(N)=O (some centres undefined),i,i,i,-7,i,-1,i,i,i,4,i

(cont.)
SMILES	TRPC4 block	KCNK3 inh	TRPC4 potent	hERG rescue	PolyA inh	Platelet DG rel	KCNK9 block	KCNQ1 block	TRPC4 agonist	DYRK1A inh	KCNQ1 act
CC1(C)CC(NC(=O)c2c(N)no[n+]2[O-])CC(C)(C)N1	i	i	i	-11	i	3	i	i	i	1	i
O=C(N1CCN(c2ccccc2F)CC1)C1(S(=O)(=O)c2ccc(Cl)cc2)CC1	i	i	i	-12	i	4	i	i	i	-2	i
Nc1nnnn1/N=C/C(Br)=C/c1ccccc1	i	i	i	-11	i	-6	i	i	i	-1	i
CN(CC(=O)Nc1ccc2c(c1)OCCO2)S(=O)(=O)c1ccc(F)cc1	i	i	i	-12	i	-3	i	i	i	-1	i
CC(C)(C#CCN1CCCCC1)OCCOC(c1ccccc1)c1ccccc1	i	i	i	-10	i	-6	i	i	i	-2	i
CCOc1cc(C2CC(=O)N3CN(C4CCCCC4)CSC3=C2C#N)ccc1O (centres undefined)	i	i	i	-14	i	-2	i	i	i	8	i
COc1ccc(CNC(=O)CCCNS(=O)(=O)c2cccc3nonc23)cc1	i	i	i	-10	i	5	i	i	i	2	i
Cc1ccc(NC(=S)Nc2ccccn2)cc1C	i	i	i	-7	i	-2	i	i	i	·	i
CCOc1ccc(S(=O)(=O)N(C)c2ccc(OCC(=O)N3c4ccc(C)cc4C4CN(C)CCC43)cc2)cc1 (centres undefined)	i	i	i	-16	·	0	i	i	i	-2	i
O=C1CC(N2CCN(c3ccc(S(=O)(=O)N4CCOCC4)cc3)CC2)C(=O)N1Cc1ccccc1 (centres undefined)	i	i	i	-11	i	1	i	i	i	-3	i
O=c1cc(N2CCc3ccccc3C2)[nH]c(=O)n1-c1ccc(Cl)cc1	i	i	i	-8	i	10	i	i	i	0	i
COc1ccc(C)cc1NC(=O)C1CCN(S(=O)(=O)c2c(C)noc2C)CC1	i	i	i	-2	i	0	i	i	i	-5	i
COc1cc(CC(=O)OC2CCOC2=O)cc(OC)c1OC (centres undefined)	i	i	i	3	i	-5	i	i	i	5	i
O=C(Cc1ccc(F)cc1)OCn1nnc2ccccc2c1=O	i	i	i	-11	i	-1	i	i	i	-2	i
COc1cccc(/C=N/n2c(N)c(S(=O)(=O)c3cccs3)c3nc4ccccc4nc32)c1OC	i	i	i	-10	i	6	i	i	i	-2	i
CCC(C)(C)NC(=O)C(c1ccccc1Cl)N(C(=O)CCC(=O)Nc1cc(C)on1)C1CC1 (centres undefined)	i	i	i	-2	i	-18	i	i	i	3	i
Cc1ccc(OCC(=O)N(Cc2ccc(C)o2)C2CCS(=O)(=O)C2)cc1 (centres undefined)	i	i	i	-4	i	6	i	i	i	-1	i
CCc1ccccc1N1CSC2=C(C#N)C(c3cc(OC)c(OC)cc3OC)CC(=O)N2C1 (centres undefined)	i	i	i	-17	i	-5	i	i	i	2	i
NC(=NCCc1c[nH]c2ccccc12)NS(=O)(=O)c1cc(F)ccc1F	i	i	i	-12	i	7	i	i	i	0	i
CCOC(=O)C1=C2SCC(=O)N2C(N)=C(C#N)C1	i	i	i	-6	i	-1	i	i	i	8	i
COC(=O)C1=C(C)N(CCCCCC(=O)O)C(=O)NC1c1ccccc1 (centres undefined)	i	i	i	-8	i	2	i	i	i	6	i
Cc1cc(C#N)c(C)c(SCc2[nH]nc3c2C(c2ccccc2)C(C#N)=C(N)O3)n1 (centres undefined)	i	i	i	-5	i	0	i	i	i	3	i
CC1CCN(C(=S)c2ccc3c(c2)OCO3)CC1	i	i	i	-14	i	2	i	i	i	-2	i
O=C(COC(=O)CSc1nnc(-c2ccc(Cl)cc2)o1)NCc1ccc2c(c1)OCO2	i	i	i	-3	i	6	i	i	i	2	i
COc1cc(OC)cc(C(=O)NCCSCc2ccco2)c1	i	·	i	-3	i	-1	i	i	i	·	i
COc1ccc(NC(=O)c2cc(-c3ccc(C)o3)nc3ccccc23)c(OC)c1	i	i	i	-8	i	18	i	i	i	·	i
Cc1ccc(Nc2ncnc3c2oc2ccccc23)cc1	i	i	i	-2	i	1	i	i	i	2	i
COc1ccccc1C(=O)NNC(=S)NC(=O)c1cc(OC)c(OC)c(OC)c1	i	i	i	-9	i	-2	i	i	62*	2	i
O=C(CSc1ncnc2c1oc1ccccc12)c1cccs1	·	i	i	-2	i	-5	i	i	i	5	i
Cc1cccc(C)c1NCc1n[nH]c(=S)n1-c1ccccc1	i	i	i	-8	i	8	i	i	i	-5	i
CC(=O)c1ccc(OCCCC(=O)NC2CCC(C)CC2)cc1 (centres undefined)	i	i	i	-11	i	-15	i	i	i	-6	i
O=c1nc(Nc2ccc([N+](=O)[O-])cc2)[nH]c(=O)[nH]1	i	i	i	-2	i	6	i	i	i	-1	i
CCOc1ccc2nc(N3CCCN(C(=O)Nc4ccccc4C)CC3)c(C#N)cc2c1	i	i	i	-13	i	-6	i	i	i	7	i
Cc1ccc(SCCNC(=O)C(CO)(CO)CO)cc1	i	i	i	-3	i	-3	i	i	i	3	i
Cc1cc(N2CCCCCC2)n2nc(C)c(-c3ccccc3)c2n1	i	i	i	-3	i	-1	i	i	i	-7	i
Cc1ccc(NC(=O)CN2C(=O)COc3ccc(S(=O)(=O)N4CCCC4)cc32)c(C)c1	i	i	i	-5	i	-11	i	i	i	7	i

High-throughput results (PubChem)

The list is partial; the hit share may differ from the screen's.
